MITF primary = inhibitors of human MITF; O75030; AlphaScreen MITF homodimerization, bead proximity signal; inhibition, % at 2.6 µM; 650,000 compounds, 0.91% hits; in the data active means inhibition above about 50%;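 further: 0% = vehicle wells with protein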
GPR151 activ = activators of human GPR151; activation, % at 11.2 µM; 650,000 compounds, 1% hits; Q8TDV0; PathHunter beta-arrestin GPR151 cells, luminescence; in the data active means activation above about 4.9%;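 further: 0% = median of compound wells and 100% = cells with positive control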
Target sequence (Q8TDV0 whole entry, looked up): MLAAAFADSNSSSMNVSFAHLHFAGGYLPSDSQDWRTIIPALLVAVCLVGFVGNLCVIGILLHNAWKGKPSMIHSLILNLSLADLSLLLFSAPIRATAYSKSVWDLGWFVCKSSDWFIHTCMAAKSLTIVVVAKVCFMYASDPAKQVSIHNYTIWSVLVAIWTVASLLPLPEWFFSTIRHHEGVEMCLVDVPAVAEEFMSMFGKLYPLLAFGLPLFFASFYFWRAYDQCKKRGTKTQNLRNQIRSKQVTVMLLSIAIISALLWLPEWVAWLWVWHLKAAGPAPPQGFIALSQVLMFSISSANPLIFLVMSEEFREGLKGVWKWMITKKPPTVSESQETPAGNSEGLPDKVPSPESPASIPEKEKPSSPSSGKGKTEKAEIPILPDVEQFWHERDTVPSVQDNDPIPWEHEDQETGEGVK
FBW7 act = human FBW7 E3 ligase activation, primary screen; Q969H0; 650,000 compounds, 0.13% hits; normalized activity (activation), % at 26.1 µM; AID 1259310; AlphaScreen FBW7–phospho-cyclin E peptide binding, activator screen; in the data active means normalized activity above about 1.9%;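 further: purified mutant Fbw7 with reduced substrate affinity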
Target sequence (Q969H0 whole entry, looked up): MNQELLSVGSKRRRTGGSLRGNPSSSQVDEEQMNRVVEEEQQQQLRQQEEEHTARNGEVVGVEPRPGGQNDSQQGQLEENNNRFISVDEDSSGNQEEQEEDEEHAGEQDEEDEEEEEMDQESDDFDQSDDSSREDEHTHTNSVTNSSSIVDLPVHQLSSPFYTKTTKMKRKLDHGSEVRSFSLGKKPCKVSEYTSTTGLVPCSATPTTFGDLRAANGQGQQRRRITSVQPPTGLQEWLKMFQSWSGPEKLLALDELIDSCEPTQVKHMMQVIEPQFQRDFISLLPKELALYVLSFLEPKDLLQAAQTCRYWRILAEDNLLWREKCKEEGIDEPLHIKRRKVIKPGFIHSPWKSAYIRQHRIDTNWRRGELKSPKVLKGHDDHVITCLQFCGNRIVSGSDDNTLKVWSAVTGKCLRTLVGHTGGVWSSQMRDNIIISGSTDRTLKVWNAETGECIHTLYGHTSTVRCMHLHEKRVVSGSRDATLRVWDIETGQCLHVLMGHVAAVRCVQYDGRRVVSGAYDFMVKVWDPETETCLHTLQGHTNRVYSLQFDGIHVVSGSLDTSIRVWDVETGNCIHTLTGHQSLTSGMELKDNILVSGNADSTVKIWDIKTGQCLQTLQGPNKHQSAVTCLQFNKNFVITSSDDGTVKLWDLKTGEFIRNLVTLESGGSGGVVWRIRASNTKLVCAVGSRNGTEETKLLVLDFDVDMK
TEAD-YAP block = TEAD-YAP interaction inhibition | HEK-TIYL cells, TEAD-Gal4/YAP UAS-luciferase luminescence | inhibition, % at 9.12 µM | 640,000 compounds, 1.4% hits; in the data active means inhibition above about 32%;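 further: 0% = median of test compound wells and 100% = reference inhibitor wells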
The depositor's hits bear a star.

SMILES | MITF primary | GPR151 activ | FBW7 act | TEAD-YAP block
O=C(COC(=O)c1cc(-c2ccccc2)nc2ccccc12)c1ccc(Br)cc1 | 12 | -1.1 | 0.5 | -6
Cc1ccc(NC(=O)NCCOc2ccc3nnc(-c4ccccc4)n3n2)cc1F | 7 | -0.3 | 0.1 | -12
COC(C(=O)Nc1ccc(Br)c(C)c1)c1ccccc1 (stereo not given) | 15 | -0.8 | 0.2 | 9
CCOC(=O)CSc1nnc(-c2cc(OC)c(OC)c(OC)c2)o1 | 9 | 0.0 | 0.0 | -7
O=C(Nc1cnn(-c2ccc(C(=O)N3CCCC(O)C3)cc2)c1)c1ccoc1 (stereo not given) | 8 | -0.3 | 1.0 | -13
CC(C)CCn1nnnc1C(c1ccc(F)cc1)N1CCC(C(N)=O)CC1 (stereo not given) | 2 | -0.8 | 0.2 | 15
Cc1cc(-c2cn[nH]c2C2CCN(S(=O)(=O)c3ccc4c(c3)OCCO4)CC2)on1 | 0 | 1.0 | -0.1 | 2
COc1ccc(C(c2c(N)[nH]c(=S)[nH]c2=O)c2c(N)[nH]c(=S)[nH]c2=O)cc1 | 5 | 2.8 | -0.3 | 1
CC(=O)c1cccc(NC(=O)C2CCN(C(=O)c3ccc([N+](=O)[O-])cc3)CC2)c1 | 13 | 2.3 | 0.1 | 10
O=C(Nc1cccc(NC(=O)c2sc3ccccc3c2Cl)c1)c1ccccc1 | 8 | 0.2 | 0.8 | -10
Cc1cccc(C)c1NC(=O)Cn1c(C)c(C#N)c2ccccc21 | -1 | -0.6 | 0.2 | -3
CCOC(=O)N1CCN(c2c(N3CCc4ccccc4C3)c(=O)c2=O)CC1 | 2 | 0.9 | -0.1 | 10
COc1cccc(-c2cc(C(F)(F)F)nc(SC3CC(=O)C4OCC3O4)n2)c1 (stereo not given) | -3 | -2.4 | -0.1 | -11
COc1ccc(C(c2c(O)cc(C)n(C)c2=O)c2c(O)cc(C)n(C)c2=O)c(OC)c1 | 24 | 0.3 | 0.7 | 9
Cn1c(O)c(C=Nc2ccc3nc4c(=O)n(C)c(=O)n(C)c4nc3c2)c(=O)n(C)c1=O | -3 | -1.0 | -0.1 | 3
O=C(Cc1ccc(Cl)cc1)N1CCN(c2ccc(F)cc2)CC1 | 11 | -1.0 | 1.6 | 4
Cc1ccc(-n2nc3c(c2NC(=O)c2ccc(S(=O)(=O)N4CCOCC4)cc2)CSC3)c(C)c1 | -8 | 1.1 | -0.2 | 5
CCN(CC)c1ccc(/C=N/Nc2ccccn2)cc1 | -4 | -0.8 | -0.1 | -78
CCN(C(=O)Cc1c(C(=O)O)n(CC)c2ccccc12)c1cccc(C(F)(F)F)c1 | 16 | 1.8 | 0.5 | 11
NC(=O)c1ccc(Br)c(S(=O)(=O)N2CCCCC2)c1 | -6 | 0.1 | 0.6 | 13
NS(=O)(=O)c1ccc(CCNC(=O)CSc2nc3ccsc3c(=O)n2NC(=O)COc2ccccc2Br)cc1 | 0 | 1.1 | -0.1 | 4
N#Cc1c(-c2ccccc2)cc(C2CC2)nc1N | 1 | 1.9 | 0.1 | -16
O=C(N/N=C/c1ccc(Br)cc1)c1cccs1 | 7 | -3.0 | 0.0 | -61
CCOc1ccc(C(=O)NCC(=O)OCC(N)=O)cc1 | 11 | 0.0 | -0.1 | -1
COC(=O)c1ccc(OCCCCN2CC(C)OC(C)C2)cc1 (stereo not given) | 54* | 1.5 | 0.0 | -4

Further structures follow.
SMILES | MITF primary | GPR151 activ | FBW7 act | TEAD-YAP block
CCOC(=O)N1CCC(NC(=O)CNC(=O)c2ccco2)CC1 | 19 | -0.4 | 0.3 | 7
COc1ccc(C(=O)N2CC(=O)Nc3ccc(F)cc3C2c2ccc(F)cc2)cc1 (stereo not given) | 0 | 0.3 | 0.0 | 4
COc1cc2nc(NC(=O)c3cc(Cl)ccc3Cl)sc2cc1OC | -4 | -0.3 | 0.1 | 15
O=C(Nc1ccc(-c2nnc3n2CCCCC3)cc1)C1=NN(c2ccccc2)C(=O)CC1 | 2 | 0.7 | 0.0 | 2
CCc1cccc(OCCCNCCO)c1 | 30 | -1.5 | 0.0 | -7
Cc1cc(C(=O)NNC(=O)CCc2nc3cc(S(=O)(=O)N(C)C)ccc3n2C)c(C)o1 | -7 | -0.7 | 0.0 | 3
O=C(NC1CCCCC1)c1cc(S(=O)(=O)N2CCc3ccccc32)ccc1F | 5 | -1.6 | 0.1 | -3
Cc1cc(OCC(=O)Nc2ccc(N3CCN(C)CC3)cc2)ccc1Cl | 10 | 1.5 | -0.1 | -22
CCOC(=O)CSc1nc(-c2ccc(C)cc2)cn1-c1ccccc1 | -13 | -0.6 | -0.1 | -2
CC(=O)Oc1ccc2nc(-c3ccc4c(c3)C(=O)N(CC(C)C)C4=O)oc(=O)c2c1 | 3 | -0.3 | -0.1 | 4
C/C(=N/NC(=O)c1ccncc1)c1ccc(Cl)cc1Cl | 0 | 0.3 | 0.0 | -15
COc1ccccc1NC(C)C(=O)N/N=C/c1cccc(Br)c1 (stereo not given) | -2 | -1.0 | 0.0 | 2
Cc1ccc(S(=O)(=O)NC(=O)c2nnc(-c3ccccc3)o2)cc1 | 20 | -0.8 | 0.0 | -3
COc1cccc(/C=C2\SC(=S)N(C(C)C(=O)O)C2=O)c1 (stereo not given) | 0 | 3.6 | -0.1 | 15
COc1ccc(C2/C(=C(\O)c3ccc(OC(C)C)cc3)C(=O)C(=O)N2CCN2CCOCC2)cc1 (stereo not given) | -1 | -0.1 | -0.1 | -5
CCc1ccc(N2N=C(C)/C(=C\c3ccc(-c4ccc5c(c4)C(=O)NC5=O)o3)C2=O)cc1 | 19 | 6.4* | 0.5 | 2
O=C(Nc1ccccc1F)N1CCN(c2nc(-c3ccc(F)cc3)cs2)CC1 | 2 | -1.5 | 0.0 | -9
COC(=O)c1cc(C(=O)NCCC(C)C)cc([N+](=O)[O-])c1 | 22 | 0.1 | 0.3 | -5
CCOC(=O)c1ccc(NC(=O)CSc2nnc(CNC(=O)c3ccco3)n2-c2ccc(F)cc2)cc1 | 7 | -1.4 | 0.1 | -4
COc1cccc(CN2CCNC(=O)C2CC(=O)N(C)CCCN2CCOCC2)c1OC (stereo not given) | 1 | -1.0 | 0.4 | -3
Cc1cc(C)cc(Nc2nc3ccccc3n3c(C)nnc23)c1 | 4 | 1.3 | 0.2 | -8
COc1ccc(C2N3CC4([N+](=O)[O-])CN2CC([N+](=O)[O-])(C3)C4(C)C)cc1OC (stereo not given) | 23 | -0.9 | 0.2 | 0
CC1(C)CC(CCNC(=O)c2ccco2)CC(C)(C)N1 | -7 | 4.5 | 0.1 | -8
O=C(/C=C/c1ccc(-c2ccccc2Br)o1)c1ccco1 | -1 | 2.1 | -0.1 | -4
CCOC(=O)c1sc(NC(=O)c2ccc(F)c(F)c2)nc1-c1ccccc1 | -2 | 3.4 | 0.0 | -1

As a short view, 11 of the compounds above.
SMILES | MITF primary | GPR151 activ | FBW7 act | TEAD-YAP block
NC(=O)c1ccc(Br)c(S(=O)(=O)N2CCCCC2)c1 | -6 | 0.1 | 0.6 | 13
NS(=O)(=O)c1ccc(CCNC(=O)CSc2nc3ccsc3c(=O)n2NC(=O)COc2ccccc2Br)cc1 | 0 | 1.1 | -0.1 | 4
N#Cc1c(-c2ccccc2)cc(C2CC2)nc1N | 1 | 1.9 | 0.1 | -16
O=C(N/N=C/c1ccc(Br)cc1)c1cccs1 | 7 | -3.0 | 0.0 | -61
CCOc1ccc(C(=O)NCC(=O)OCC(N)=O)cc1 | 11 | 0.0 | -0.1 | -1
COC(=O)c1ccc(OCCCCN2CC(C)OC(C)C2)cc1 (stereo not given) | 54* | 1.5 | 0.0 | -4
CCOC(=O)N1CCC(NC(=O)CNC(=O)c2ccco2)CC1 | 19 | -0.4 | 0.3 | 7
COc1ccc(C(=O)N2CC(=O)Nc3ccc(F)cc3C2c2ccc(F)cc2)cc1 (stereo not given) | 0 | 0.3 | 0.0 | 4
COc1cc2nc(NC(=O)c3cc(Cl)ccc3Cl)sc2cc1OC | -4 | -0.3 | 0.1 | 15
O=C(Nc1ccc(-c2nnc3n2CCCCC3)cc1)C1=NN(c2ccccc2)C(=O)CC1 | 2 | 0.7 | 0.0 | 2
CCc1cccc(OCCCNCCO)c1 | 30 | -1.5 | 0.0 | -7

(further entries)
SMILES | MITF primary | GPR151 activ | FBW7 act | TEAD-YAP block
O=C(Nc1ccc2[nH]c(=O)[nH]c2c1)c1cc(-c2ccco2)nc2ccccc12 | 14 | -1.7 | 0.6 | -8
O=C(N/N=C/c1cc(Cl)ccc1O)c1ccccc1Br | 14 | 2.9 | -0.5 | 10
O=C(CSc1nc2cc(Cl)ccc2o1)Nc1ccccn1 | 11 | 2.6 | 0.2 | -60
COc1ccc(C(=O)O)cc1S(=O)(=O)Nc1ncccc1C | -2 | 1.8 | -0.1 | -3
CCOc1nc(NC(=O)NS(=O)(=O)c2ccc(OC)cc2)nc(-c2ccccc2)n1 | 2 | -0.5 | 0.1 | -12
O=C(CSc1ccc(Cl)cc1)NCCSc1nc2ccccc2s1 | 6 | -0.3 | -0.2 | 1
O=C(C1CCN(Cc2ccccc2O)CC1)N1CCCC1 | 20 | -0.1 | 0.3 | 2
OCCOc1cc(Br)c(Br)cc1OCCO | 19 | -0.6 | 0.1 | -2
CCOC(=O)Cn1cnc2c(C#N)c3n(c2c1=O)CCCCC3 | 3 | -1.6 | 0.0 | -11
CCOC(=O)C(CCCC(OC(=O)c1ccccc1)(C(=O)OCC)C(=O)OCC)(OC(=O)c1ccccc1)C(=O)OCC | 10 | -1.4 | 0.1 | 6
COc1c(C)cc(Br)cc1C(=O)O | -6 | -0.6 | 0.0 | -6
COC(=O)C1=C(C)N(C)C(=O)NC1c1ccc(C(C)(C)C)cc1 (stereo not given) | 2 | 0.7 | 0.1 | -6
CC(C)Nc1cc(-c2ccc(Cl)cc2)n(C(C)C)c1-c1ccc(Cl)cc1 | -6 | 1.7 | 0.1 | 0
COC(=O)c1ccccc1Oc1cc(C)nc(C)n1 | -12 | -1.6 | -0.1 | -6
CN(Cc1ccccc1)C(=O)c1ccc(Br)o1 | 20 | -0.7 | 0.5 | 6
COCCNC(=O)c1nc2c(nnn2Cc2cccc(Cl)c2)c(=O)[nH]1 | -6 | 0.4 | -0.1 | 11
COC(=O)c1c(OCc2ccncc2)cc(=O)n2c1CCN(C1CCSC1)CC2 (stereo not given) | 3 | 0.0 | 0.0 | -8
CCOC(=O)C1(CCOc2ccccc2)CCN(Cc2ccc(CO)o2)CC1 | -19 | 0.2 | -0.2 | 12
NS(=O)(=O)c1ccc(CCNC(=O)CSc2nc3ccsc3c(=O)n2CC(=O)O)cc1 | 11 | -1.5 | 0.1 | 7
COCCCNC(=O)c1ccc2c(c1)NC(=O)C(CSCc1ccccc1C)N2 (stereo not given) | -1 | 1.0 | -0.3 | -8
Cc1ccc(CNC(=O)c2cnc3scc(-c4ccc(Cl)s4)n3c2=O)o1 | 8 | -0.1 | -0.4 | 3
COc1ccc(C2CC(c3ccccc3)=NN2c2nc(-c3ccccc3)c3cc(Br)ccc3n2)cc1 (stereo not given) | 1 | 1.6 | 0.0 | -1
CCOc1ccc(Br)cc1S(=O)(=O)N1CCN(c2ncccn2)CC1 | 5 | 0.6 | 0.0 | 0
COc1cc(Nc2ncnc3nc(-c4c(C)noc4C)[nH]c23)cc(OC)c1OC | 7 | -1.7 | -0.2 | -4
C=CCN(c1nc(C)cc(OC)n1)S(=O)(=O)c1ccc(C)cc1 | -8 | -0.8 | 0.3 | 2

Further compounds:
SMILES | MITF primary | GPR151 activ | FBW7 act | TEAD-YAP block
CCN(CC)C(=O)N1CCN(c2ccc(C)c(Cl)c2)CC1 | -6 | 2.4 | 0.0 | 4
CCn1cc(C(=O)O)c(=O)c2cc(S(=O)(=O)N3CC(C)CC(C)C3)ccc21 (stereo not given) | -8 | -0.7 | -0.1 | -6
COc1ccc(C2=N/C(=C\c3ccco3)C(=O)O2)cc1 | -5 | -0.2 | -0.1 | 5
CCOC(=O)C1CCN(S(=O)(=O)C(F)(F)c2nc3ccccc3s2)CC1 | -7 | 3.4 | -0.1 | -6
Cc1ccc(Nc2nc(/N=C/NO)n[nH]2)cc1C | 4 | -8.7 | 0.0 | -73
O=C(NCC1COC2(CCCCC2)O1)C1CCCCC1 (stereo not given) | -5 | -0.1 | 0.0 | 6
CCCC1=[N+](CC(=O)c2ccc(C)cc2)CCn2c(C)ccc21 | 7 | -0.8 | 0.6 | 30
Cc1cc(C=O)c(C)n1-c1cnccn1 | -6 | -0.4 | -0.1 | -1
CC(C)(C)c1ccc(C(=O)CC2(O)C(=O)N(Cc3ccc(Cl)cc3)c3ccccc32)cc1 (stereo not given) | 7 | -0.7 | 0.4 | 12
O=c1nc2s/c(=C\c3ccc(-c4ccccc4F)o3)c(=O)n2c2sc3c(c12)CCCC3 | 17 | -1.4 | 0.6 | 2
COc1ccc(C2C(C(C)=O)=C(C)N=c3s/c(=C\c4cc(C)n(-c5ccccc5)c4C)c(=O)n32)c(OC)c1 (stereo not given) | 4 | -0.1 | -0.1 | 4
COc1cc(CN2CCN(C(=O)c3ccncc3)CC2)cc(OC)c1OC | 72* | 0.5 | 0.0 | 0
c1ccc(Cn2c(SCc3cn4cccnc4n3)nnc2-c2ccco2)cc1 | -5 | -1.2 | 0.0 | -11
CCc1cccc(CC)c1NC(=O)CN1C(=O)NC(Cc2c[nH]c3ccccc23)C1=O (stereo not given) | -5 | 3.7 | -0.1 | 2
c1ccc(CNc2nc3ccccc3n2CCOc2ccccc2)cc1 | -16 | 0.3 | 0.0 | -22
COc1ccccc1/C=N/Nc1nncc2ccccc12 | -3 | -0.2 | -0.1 | 3
NC(=O)N/N=C/c1c(O)ccc2oc3c(c12)CCCC3 | 3 | 0.0 | -0.1 | -11

High-throughput results as filed in PubChem BioAssay.
